tim10-1 inh: growth inhibitors of tim10-1 mutant yeast, primary screen, luminescence, uHTS; AID 463190, 2010; S. cerevisiae tim10-1 ts strain growth, BacTiter-Glo, 24 h; inhibition, % at 20 µM; hit rate 2.2% among 330,000;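 active means inhibition of at least 40%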;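 further: mutant grown at 25 °C; 0% = DMSO wells with yeast and 100% = wells holding no yeast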
hIAP activ: human IAP activators, primary screen, biochemical, luminescence, uHTS | Intestinal-type alkaline phosphatase (Homo sapiens), P09923 | purified human IAP, CDP-Star luminescence, 30 min; active compounds read high; 1 = vehicle-only enzyme, 0 = enzyme-free background | activation factor at 10 µM | hit rate 0.16% among 330,000 | AID 2524, 2010;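 active means activation factor of the enzyme at least 2-fold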; further: the source names both 10 and 20 µM as test concentration; values of inactives mirror those of a sister screen read the other way
hIAP inh: human IAP inhibitors, primary screen, biochemical, luminescence, uHTS; hit rate 0.12% among 330,000; Intestinal-type alkaline phosphatase (Homo sapiens), P09923; inhibition, % at 10 µM; purified IAP, CDP-Star luminescence, 30 min;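 active means inhibition reaching a set limit with compound at 10 µM in the primary screen, cut at about 35% in these data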;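 further: plate controls were DMSO wells with enzyme for no effect and no-enzyme buffer wells for full effect; values of inactives mirror those of a sister screen read the other way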
TIM10 inh: growth inhibitors of isogenic TIM10 control yeast, primary screen, counter-screen for tim10-1 yeast inhibitor project, luminescence, uHTS; S. cerevisiae TIM10 strain growth, BacTiter-Glo luminescence, 24 h; inhibition, % at 10 µM; hit rate 1.4% among 330,000; AID 463195, 2010;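 active means inhibition of 40% or more at the single tested concentration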;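 further: wild-type TIM10 isogenic control strain grown at permissive 25 °C; 0% = DMSO yeast wells and 100% = minimal medium wells without yeast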
NLRP3 yeast inh: NALP3 inflammasome inhibitors in reconstituted yeast, primary screen, luminescence, uHTS. Yeast reconstituted NLRP3/ASC/caspase-1, beta-gal luminescence, 24 h. inhibition, % at 10 µM. hit rate 0.39% among 330,000;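 active means inhibition of 50% or more; inactive means inhibition below 50%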;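 further: plate controls were induced DMSO wells for no effect and uninduced yeast grown without galactose for full effect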
Apaf1 inhib: inhibitors of human Apaf-1 apoptosome, primary screen, biochemical, DEVD-Rh110 fluorescence, uHTS | reconstituted apoptosome caspase-3 activity | AID 489030, 2010 | Apoptotic protease-activating factor 1 (Homo sapiens), O14727 | hit rate 0.71% among 330,000 | inhibition, % at 20 µM; active means inhibition of at least 40% at 20 µM;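 further: plate controls were DMSO wells for no effect and DEVD-CHO caspase inhibitor wells for full effect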
Target sequence (O14727 whole entry, looked up): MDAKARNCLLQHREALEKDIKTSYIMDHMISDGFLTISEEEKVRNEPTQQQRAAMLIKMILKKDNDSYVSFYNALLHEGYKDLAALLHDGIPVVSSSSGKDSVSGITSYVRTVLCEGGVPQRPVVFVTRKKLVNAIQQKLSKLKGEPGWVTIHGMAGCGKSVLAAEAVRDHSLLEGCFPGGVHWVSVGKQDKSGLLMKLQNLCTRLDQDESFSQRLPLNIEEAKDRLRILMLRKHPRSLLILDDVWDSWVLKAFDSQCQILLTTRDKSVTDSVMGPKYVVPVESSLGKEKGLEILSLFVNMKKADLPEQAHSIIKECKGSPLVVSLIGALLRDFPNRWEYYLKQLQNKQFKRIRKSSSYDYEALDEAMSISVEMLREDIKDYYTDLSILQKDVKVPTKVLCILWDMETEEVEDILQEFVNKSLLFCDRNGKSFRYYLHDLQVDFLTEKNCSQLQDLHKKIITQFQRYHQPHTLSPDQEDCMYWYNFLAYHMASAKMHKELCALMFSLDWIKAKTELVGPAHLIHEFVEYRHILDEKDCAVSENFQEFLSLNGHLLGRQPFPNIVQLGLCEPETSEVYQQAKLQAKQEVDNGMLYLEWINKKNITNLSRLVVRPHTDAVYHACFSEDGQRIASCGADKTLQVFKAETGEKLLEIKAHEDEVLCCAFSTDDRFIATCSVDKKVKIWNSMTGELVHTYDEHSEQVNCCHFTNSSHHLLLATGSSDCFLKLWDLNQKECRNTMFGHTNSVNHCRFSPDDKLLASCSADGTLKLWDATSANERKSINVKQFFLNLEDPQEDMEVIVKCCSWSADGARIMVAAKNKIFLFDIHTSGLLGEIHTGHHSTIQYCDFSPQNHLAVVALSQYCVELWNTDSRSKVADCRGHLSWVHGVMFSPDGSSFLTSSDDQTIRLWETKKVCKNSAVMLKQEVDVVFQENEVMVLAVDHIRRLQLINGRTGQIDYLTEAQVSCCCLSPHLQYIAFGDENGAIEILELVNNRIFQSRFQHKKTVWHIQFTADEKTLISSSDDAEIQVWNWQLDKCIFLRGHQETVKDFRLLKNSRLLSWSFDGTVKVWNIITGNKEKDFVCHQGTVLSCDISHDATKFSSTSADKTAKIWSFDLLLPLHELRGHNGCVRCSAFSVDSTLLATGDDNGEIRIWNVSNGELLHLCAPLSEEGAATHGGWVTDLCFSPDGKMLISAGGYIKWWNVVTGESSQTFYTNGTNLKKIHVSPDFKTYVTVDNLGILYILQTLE
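Material: cell-free apoptosome with Apaf-1, procaspase-3 and caspase-9; Buffer or medium: Hepes pH 7.5 with detergent and BSA; Reagent: cytochrome c trigger plus (Z-DEVD)2-Rh110 caspase-3 substrate; Times: compound with Apaf-1, dATP, procaspase-3 30 min, then 50 min reaction, room temperature; Technique: Rh110 fluorescence intensity.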
mIAP activ: activators of mouse IAP, primary screen, biochemical, luminescence, uHTS | intestinal alkaline phosphatase [Mus musculus] | muIAP, CDP-Star luminescence, 30 min; active compounds read high; 1 = vehicle-only enzyme signal, 0 = enzyme-free wells | activation factor at 10 µM | hit rate 0.24% among 330,000;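 active means activation factor of at least 2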; further: the source names both 10 and 20 µM as test concentration; values of inactives mirror those of a sister screen read the other way
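also added = chemiluminescent substrate CDP-Star | test system = mouse IAP enzyme | signal = chemiluminescence readout | compound = DMSO-dissolved test compounds | incubation = 30 min at room temperature | benchmarks = DMSO wells, no-enzyme wells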
mIAP block: inhibitors of mouse IAP, primary screen, biochemical, luminescence, uHTS; hit rate 0.2% among 330,000; intestinal alkaline phosphatase [Mus musculus]; purified mouse IAP, CDP-Star luminescence, 30 min; inhibition, % at 10 µM;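 active means inhibition of at least 40% at 10 µM in the primary screen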;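 further: plate controls were DMSO with enzyme for no effect and no enzyme wells for full effect; values of inactives mirror those of a sister screen read the other way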
ATG4B inh: ATG4B protease inhibitors, primary screen, biochemical, fluorescence, uHTS; Cysteine protease ATG4B (Homo sapiens), Q9Y4P1; ATG4B cleavage of LC3-PLA2, NBD-HPC fluorescence, 1 h; inhibition, % at 8.33 µM; hit rate 0.51% among 340,000; AID 504462, 2011; in the data active means inhibition above about 40%
Active calls of the source: *; nt = not tested or not shown.

SMILES | tim10-1 inh | hIAP activ | hIAP inh | TIM10 inh | NLRP3 yeast inh | Apaf1 inhib | mIAP activ | mIAP block | ATG4B inh
O=C(NCc1ccc2c(c1)OCO2)c1cccc2c1C(=O)N(C1CCCCC1)C2 | -7.4 | 0.942 | 5.8 | -12.7 | -5.6 | 2.9 | 1.04 | -4.5 | -1.6
O=C(Cn1nc(C(=O)O)c2ccccc2c1=O)Nc1ccc2c(c1)OCO2 | 4.3 | 0.992 | 0.8 | -7.1 | 7.2 | -1.5 | 0.945 | 5.5 | -5.4
Cc1ccc(SC(C)C(=O)NC2CC2)cc1 (centres undefined) | 7.4 | 0.934 | 6.6 | 0.0 | 9.3 | -20.9 | 0.897 | 10.3 | -9.5
NC(=O)Cn1nc2sc3ccccc3n2c(=O)c1=O | -2.4 | 0.859 | 14.1 | 13.2 | -4.9 | -23.9 | 0.968 | 3.2 | nt
c1ccc(-c2ncc(-c3ccn[nH]3)s2)cc1 | 14.9 | 0.944 | 5.6 | 48.5* | 65.2* | 5.9 | 0.976 | 2.4 | -8.8
CCOC(=O)C1=C2c3cc(OC)c(OC)cc3CC(C)(C)N2C(=O)C1=O | 14.9 | 0.895 | 10.5 | 7.9 | 3.4 | 3.9 | 0.954 | 4.6 | 2.9
Cc1cc([N+](=O)[O-])cc2c1NC(c1ccccn1)C1CC=CC21 (centres undefined) | 23.1 | 0.849 | 15.1 | -6.5 | -2.4 | 12.5 | 0.892 | 10.8 | -16.4
COC(=O)c1cc(C(=O)OC)cc(N2C(=O)CN=C2Nc2nc(C)cc(C)n2)c1 | -3.2 | 1.63 | -63.2 | -15.8 | 5.5 | 2.3 | 0.986 | 1.4 | 9.0
COc1ccc(/C=C/C(=O)NCCCc2ccccc2)cc1OC | 16.6 | 0.926 | 7.4 | -15.8 | 13.2 | 8.4 | 1.14 | -14.1 | 20.5
CCOC(=O)C1CCN(C(=O)c2cccc(S(=O)(=O)N(C)C3CCCCC3)c2)CC1 | 19.8 | 1.08 | -7.8 | 8.5 | 1.2 | 11.5 | 0.963 | 3.7 | 1.4
c1ccc(Nc2ccccn2)nc1 | -17.7 | 1.15 | -14.9 | -2.9 | 4.7 | 0.2 | 1.1 | -10.4 | -7.7
COc1cc(OC)cc(C(=O)NCCCn2ccnc2)c1 | -8.3 | 0.844 | 15.6 | 10.6 | 11.4 | -10.2 | 0.996 | 0.4 | 4.7

Four compounds drawn at random from those above:
SMILES | tim10-1 inh | hIAP activ | hIAP inh | TIM10 inh | NLRP3 yeast inh | Apaf1 inhib | mIAP activ | mIAP block | ATG4B inh
O=C(NCc1ccc2c(c1)OCO2)c1cccc2c1C(=O)N(C1CCCCC1)C2 | -7.4 | 0.942 | 5.8 | -12.7 | -5.6 | 2.9 | 1.04 | -4.5 | -1.6
CCOC(=O)C1=C2c3cc(OC)c(OC)cc3CC(C)(C)N2C(=O)C1=O | 14.9 | 0.895 | 10.5 | 7.9 | 3.4 | 3.9 | 0.954 | 4.6 | 2.9
CCOC(=O)C1CCN(C(=O)c2cccc(S(=O)(=O)N(C)C3CCCCC3)c2)CC1 | 19.8 | 1.08 | -7.8 | 8.5 | 1.2 | 11.5 | 0.963 | 3.7 | 1.4
COc1cc(OC)cc(C(=O)NCCCn2ccnc2)c1 | -8.3 | 0.844 | 15.6 | 10.6 | 11.4 | -10.2 | 0.996 | 0.4 | 4.7

More results.
SMILES | tim10-1 inh | hIAP activ | hIAP inh | TIM10 inh | NLRP3 yeast inh | Apaf1 inhib | mIAP activ | mIAP block | ATG4B inh
Nc1ncc(Br)cc1S(=O)(=O)NCCc1ccccc1 | 22.2 | 1.05 | -5.1 | 15.4 | 17.3 | -3.3 | 0.983 | 1.7 | -3.4
COc1ccc(C(C)=O)cc1CSCCC(=O)O | -5.2 | 0.902 | 9.8 | 5.8 | 10.9 | -1.1 | 1.02 | -2.1 | -5.5
Cc1ccccc1-n1nc(C)c2c(C(=O)NN)cc(-c3ccncc3)nc21 | -0.4 | 1.25 | -24.5 | -0.9 | 12.7 | 3.9 | 1.12 | -12.4 | -5.2
C=CCOc1ccc(CN(C)C(=O)C2CCCO2)cc1 (centres undefined) | -15.8 | 0.979 | 2.1 | 13.3 | 14.6 | 4.0 | 1.06 | -6.3 | 6.1
O=c1[nH]c(/C=C/c2ccc(Br)cc2)nc2ccccc12 | -49.5 | 0.992 | 0.8 | 1.1 | 10.3 | 10.5 | 0.939 | 6.1 | 5.3
COc1cccc(/C=C/C(=O)NNC(=O)c2ccncc2)c1OC | -16.5 | 1.02 | -1.9 | -4.3 | 15.9 | 13.9 | 1.03 | -3.1 | -2.7
O=C(CCN1C(=O)/C(=C\c2ccccc2)SC1=S)N1CCOCC1 | 16.6 | 0.901 | 9.9 | 18.7 | 14.6 | 4.6 | 0.918 | 8.2 | 0.4
Cc1c(C)n(CC(O)CN2CCCCCC2)c2ccccc12 (centres undefined) | -8.3 | 0.974 | 2.6 | 9.4 | 0.5 | 5.1 | 1.05 | -4.8 | 0.2
CC(=O)c1cccc(NC(=S)N2CCN(S(C)(=O)=O)CC2)c1 | -4.5 | 0.956 | 4.4 | 13.0 | 14.8 | -3.0 | 0.975 | 2.5 | 3.3
Cn1c(=O)cc(SCC(=O)NCCCN2CCN(c3ccccc3F)CC2)c2ccccc21 | -2.8 | 0.962 | 3.8 | 0.9 | -3.4 | 3.2 | 0.942 | 5.8 | -13.2
C[N+]1(CC(O)COc2ccccc2)CCN(C(=O)c2ccc([N+](=O)[O-])cc2)CC1 (centres undefined) | -0.2 | 0.864 | 13.6 | 6.9 | 4.1 | -6.4 | 0.943 | 5.7 | 3.1
CCc1ccc(-c2csc(NC(=O)Oc3ccccc3)n2)cc1 | 15.8 | 0.887 | 11.3 | 5.5 | 6.9 | -2.0 | 0.971 | 2.9 | 9.6
O=C1c2ccccc2NC(c2ccc(-c3cccc([N+](=O)[O-])c3)o2)N1O (centres undefined) | 12.1 | 1.01 | -1.5 | 29.9 | 0.0 | 0.3 | 0.988 | 1.2 | -9.0
Cc1c(C(=O)N2CCOCC2)c(S(=O)(=O)Nc2ccccc2)c(C)n1C | -4.3 | 0.869 | 13.1 | 6.5 | 0.9 | 1.4 | 0.988 | 1.2 | 2.7
COc1cc(/C=C2/C(=N)N3N=C(CC(=O)N4CCOCC4)SC3=NC2=O)ccc1OCc1ccc(F)cc1 | 19.4 | 1.13 | -12.6 | 3.9 | 6.7 | 7.3 | 0.951 | 4.9 | 11.0
CC1CC(C)CN(S(=O)(=O)N2CCCC(C(=O)NC3CCCCC3C)C2)C1 (centres undefined) | 21.3 | 1.05 | -5.1 | 17.7 | 8.3 | 9.0 | 0.983 | 1.7 | 1.6
COc1ccc(S(=O)(=O)N/N=C\c2ccc([N+](=O)[O-])o2)c(OC)c1 | 29.5 | 0.9 | 10.0 | 1.7 | 5.7 | 9.0 | 1.04 | -4.0 | 2.1
COC(=O)c1ccccc1NC(=O)NCc1ccco1 | -30.1 | 1.09 | -8.6 | -29.4 | 3.1 | -1.5 | 1.08 | -8.1 | 8.1
Cc1ccc(C)c(N2CCN(C(=O)C3CCCCN3S(=O)(=O)c3ccc(F)cc3)CC2)c1 (centres undefined) | 19.6 | 1.07 | -6.8 | 1.2 | 16.8 | 9.2 | 1.14 | -13.6 | -6.4
CCOc1ccc(-n2c(-c3ccco3)nc3c(cnn3-c3ccc(C)cc3)c2=O)cc1 | -13.3 | 0.983 | 1.7 | 6.1 | -5.8 | 19.3 | 0.959 | 4.1 | -0.5
CCOC(=O)CC(NC(=O)c1cc2ccccc2oc1=O)c1cccc([N+](=O)[O-])c1 (centres undefined) | -1.9 | 0.88 | 12.0 | 14.1 | 22.6 | 15.3 | 0.953 | 4.7 | -1.8
CCSc1nnc(NC(=O)CSc2nnc(CNC(=O)c3ccc(OC)cc3)o2)s1 | -4.2 | 0.97 | 3.0 | -22.1 | 16.2 | -0.2 | 0.768 | 23.2 | -5.2
O=C(O)C1CCC(=O)N(C2CC2)C1c1ccccc1 (centres undefined) | 4.7 | 0.873 | 12.7 | 4.2 | -17.0 | -1.6 | 0.945 | 5.5 | -5.5
Cc1cccc(NC(=S)NNC(=O)c2ccco2)c1 | 6.4 | 1.73 | -72.9 | -6.3 | -4.2 | -1.2 | 0.818 | 18.2 | 8.8
Cc1cccc(-c2nnn(Cc3nnc(NC(=O)c4ccccc4)s3)n2)c1 | 7.1 | 1.31 | -30.7 | 1.4 | 18.0 | -1.6 | 0.885 | 11.5 | -0.1
CCSC(=Nc1ccccc1)Nc1ccccc1 | 11.2 | 0.881 | 11.9 | 7.8 | 31.8 | 2.3 | 0.931 | 6.9 | 5.6
O=S1(=O)CCC(NS(=O)(=O)c2cccc3cccnc23)C1 (centres undefined) | 4.5 | 0.967 | 3.4 | -1.6 | 19.1 | 4.8 | 0.986 | 1.4 | -1.6
O=C(O)c1ccccc1-c1ccccc1C(=O)Nc1ccccc1 | -10.0 | 0.863 | 13.7 | -1.0 | 0.2 | -0.8 | 0.97 | 3.0 | -4.8
O=C(Cn1cnc2sc3c(c2c1=O)CCCC3)NCC(=O)Nc1c(F)cc(F)cc1Br | 6.3 | 0.88 | 12.0 | 4.9 | 12.7 | 2.8 | 0.959 | 4.1 | 4.6
O=C(Nc1ccnn1C1CCN(C(=O)c2ccc(Cl)c(F)c2)CC1)C1CCOC1 (centres undefined) | 0.0 | 1.19 | -18.5 | -0.9 | 14.0 | -11.9 | 0.947 | 5.3 | -7.9
Nc1ccccc1C(=O)NC12CC3CC(CC(C3)C1)C2 | 30.6 | 1.08 | -8.5 | 16.6 | -8.4 | 8.9 | 1.04 | -3.9 | 7.1
NC(=O)c1cc(Cc2ccccc2)sc1NC(=O)c1ccco1 | 49.9* | 1.19 | -18.9 | 40.4* | 6.5 | 5.6 | 0.977 | 2.3 | 9.6
COc1ccc(NC(=O)C(c2ccccc2)N(C)C(=O)c2cnccn2)cc1 (centres undefined) | 6.4 | 0.933 | 6.7 | 15.6 | 1.8 | -3.7 | 0.948 | 5.2 | -7.0
Cc1ccc(S(=O)(=O)N2CCC(C(=O)OC(C)C(=O)NC3CCCCC3C)CC2)cc1 (centres undefined) | 8.7 | 0.898 | 10.2 | 8.5 | 11.4 | 1.5 | 1.18 | -17.6 | -8.6
COc1cc(C(=O)NCCc2nc3ccccc3n2C)cc(OC)c1OC | 3.8 | 0.651 | 34.9 | 5.9 | 3.4 | -17.6 | 0.947 | 5.3 | -2.8
Cc1cc(NC(=S)N(CCN2CCOCC2)Cc2ccccc2F)ccc1Cl | 44.2* | 0.937 | 6.3 | 32.1 | 5.2 | -3.0 | 0.939 | 6.1 | -3.2
COc1ccc(/C=N/NS(=O)(=O)c2ccc(C)cc2)cc1OC(=O)c1ccccc1 | -9.0 | 0.95 | 5.0 | -2.6 | 22.3 | -4.6 | 0.937 | 6.3 | -0.8

High-throughput results (PubChem)
